miR-122 sensor: miR-122 inhibition in Huh7 cells. Huh7 miR-122 Renilla luciferase sensor, 48 h; neutral wells = 0, positive control = 100. activation (reporter increase), % at 12.5 µM. hit rate 0.3% among 340,000;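 active means mean replicate activation score at least 90 and every replicate individually at or above 90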;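 further: higher luciferase means less miR-122 activity so hits act as miR-122 inhibitors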
PglD inh: inhibitors of Campylobacter jejuni PglD acetyltransferase; hit rate 0.098% among 360,000; inhibition, % at 12.5 µM; AID 602405; purified PglD enzyme, DTNB colorimetric CoA detection; in the data active means inhibition above about 16%, passing the limit was not always enough; further: strong numbers were not always called active
Statin myotox sup: suppressors of simvastatin-induced myotoxicity in C2C12 myotubes. rescue of ATP level, % at 7.49 µM. hit rate 0.78% among 330,000. ATP luminescence, 48 h; scaled: DMSO 0, geranylgeraniol control 100;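 active means mean ATP rescue above about 67%, or every replicate alone reaching that limit, limit read from the data, passing the limit was not always enough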;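 further: myotubes were challenged with 10 µM simvastatin during compound exposure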
GSIS activator: primary screen for activators of insulin secretion dependent on glucose, INS-1E cells, GLuc reporter luminescence. INS-1E GLuc reporter insulin secretion, 2-3 h. activation, % at 16.6 µM. hit rate 0.61% among 370,000. AID 743287;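 active means lowest replicate activation of at least 40%, so every replicate reaches that level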;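 further: 0% = median of neutral control wells and 100% = median of IBMX positive control wells; some compounds called inactive have numbers as strong as hits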
F508del corr: CFTR F508del correction in bronchial cells | CFBE cells, YFP halide quenching; stimulated with forskolin plus potentiator P3; % fluorescence drop versus neutral controls | activity (quench increase), % at 7.58 µM | hit rate 0.36% among 350,000 | AID 720511;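 active means mean added fluorescence quench of at least 8% versus neutral control, with both replicates also reaching 8%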;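 further: cells transiently co-express mutant CFTR-F508del with the halide-sensitive YFP; corrector assay measuring rescue of mutant channel to the surface after 24 h compound exposure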
FN deposition inh: fibronectin deposition inhibition. AH1F fibroblasts, Alexa488-fibronectin deposition fluorescence, overnight. inhibition, % at 12.6 µM. hit rate 0.086% among 350,000. AID 743247;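 active means mean inhibition across replicates of 30% or more, regardless of how many single replicates reach that level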;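 further: positive control wells lacked labelled fibronectin entirely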
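Material – AH1F fibroblast monolayer, labelled fibronectin deposition · Reagent – labelled fibronectin 24 nM · Timing – 1 h adhesion, overnight exposure · Measured by – fluorescence at 485 nm excitation, 525 nm emission · Read-out – inhibition of fibronectin deposition signal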
Cneo AK release: Cryptococcus neoformans lysis via adenylate kinase release | C. neoformans lysis, adenylate kinase release luminescence, 4 h; normalised: neutral wells 0, clomiphene wells 100 | lysis activity, % at 15 µM | hit rate 0.2% among 360,000;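 active means mean lysis activity across replicates of at least 80%, whatever share of replicates individually reach that level; inactive means mean lysis activity below 80%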
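Assay system: Cryptococcus neoformans yeast cells / Dosing: single-point compound dose / Timing: 4 h at 37 °C static, read 1 h later / Measured by: luminescence of released adenylate kinase using an AK detection reagent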
PGC1a acetyl inh: modulators of PGC1a acetylation; inhibition, % at 15.6 µM; U2OS PGC1a acetylation, AlphaScreen anti-acetyl-lysine; with virally co-expressed GCN5 acetyltransferase; hit rate 0.17% among 350,000; AID 651687;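 active means every replicate shows inhibition of at least 40%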;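 further: 0% = neutral control wells and 100% = positive control wells; some results beyond the cut were filed as inactive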
Starred values were filed as active, the others as inactive; [ ] = another dose, or the depositor's remark.

`C[C@@H]1CN([C@H](C)CO)C(=O)Cc2cc(NC(=O)CCN3CCOCC3)ccc2O[C@@H]1CN(C)CC1CC1` gave miR-122 sensor -2.1[16.7 µM], PglD inh 9.1, Statin myotox sup 26.2, GSIS activator 37.0, F508del corr 3.2, FN deposition inh -2.5, Cneo AK release 4.1 and PGC1a acetyl inh -6.1.
For Cc1ccnn1CCC(=O)O the results were PglD inh -3.2, GSIS activator 24.6, F508del corr -2.1, FN deposition inh 6.7, Cneo AK release 0.2 and PGC1a acetyl inh 0.5.
CC(=O)c1cc2c(cc1NC(=O)CN1CCN(c3cccc(C(F)(F)F)c3)CC1)OCO2 was read as miR-122 sensor 4.2, PglD inh -0.8, Statin myotox sup -13.8, GSIS activator -21.4, Cneo AK release -3.6 and PGC1a acetyl inh -2.4.
For COc1ccc(-c2nn(-c3ccccc3)cc2C(=O)n2nnc3ccccc32)cc1 the results were miR-122 sensor -5.6, PglD inh 4.3, GSIS activator -0.9, Cneo AK release 0.5 and PGC1a acetyl inh 5.2.
For COc1ccccc1-n1c(=S)sc2c(=O)n(Cc3ccco3)c(SC)nc21 the results were miR-122 sensor 9.6, PglD inh -5.9, Statin myotox sup 2.3, Cneo AK release -0.9 and PGC1a acetyl inh -9.1.
Screening COc1ccccc1C(=O)NCCn1cc(SCC(=O)Nc2nnc(C)s2)c2ccccc21 returned miR-122 sensor 5.0, PglD inh 2.0, Statin myotox sup 19.9, GSIS activator -9.7, Cneo AK release -0.5 and PGC1a acetyl inh 1.0.
For COc1ccc(CCNC(=O)COC(=O)/C=C/c2cccc(F)c2)cc1 the results were PglD inh -2.7, Statin myotox sup 3.8, GSIS activator 8.4, F508del corr -3.6, FN deposition inh -3.2 and Cneo AK release -1.3.
Cc1c(C)c2ccc(OC(C)C(=O)N[C@@H](Cc3c[nH]c4ccccc34)C(=O)O)c(C)c2oc1=O (stereo partly specified) was read as miR-122 sensor -7.1, PglD inh 2.2, Statin myotox sup -8.6, GSIS activator -4.0, F508del corr 0.5, Cneo AK release -2.9 and PGC1a acetyl inh 4.9.
Cc1ccccc1C(=O)NCCCNC(=O)c1ccccc1C was read as miR-122 sensor -3.9, PglD inh -12.2, GSIS activator -1.0, F508del corr -2.4, FN deposition inh -3.3, Cneo AK release 0.5 and PGC1a acetyl inh -1.3.
For OCCN1CNC(=S)NC1 the results were miR-122 sensor -0.9, PglD inh -3.9, Statin myotox sup 21.2, GSIS activator 3.7, F508del corr -2.7, FN deposition inh 0.0 and Cneo AK release 0.6.
For CCCNC(=O)C[C@H]1CC[C@@H]2[C@H](COC[C@H](O)CN2C(=O)c2cccnc2)O1 the results were miR-122 sensor -3.0[16.7 µM], PglD inh 1.2, Statin myotox sup -12.9, GSIS activator -2.9, F508del corr 0.1, FN deposition inh -1.1, Cneo AK release 0.2 and PGC1a acetyl inh -1.5.
For CNc1snc(C)c1C(=O)OC(C)C(=O)c1ccc(F)cc1 (stereo unspecified) the results were PglD inh -6.2, Statin myotox sup -17.1, GSIS activator -40.3, F508del corr -0.2, FN deposition inh -7.8 and Cneo AK release -1.4.
For CCOC(=O)c1cc2c(s1)-c1c(C)cccc1OC2 the results were miR-122 sensor -0.3, PglD inh 2.0, Statin myotox sup 5.1, GSIS activator -3.5, F508del corr -5.1, FN deposition inh -6.1, Cneo AK release 1.4 and PGC1a acetyl inh -17.7.
Screening O=C(CCCc1ccccc1)NCCCN1CCOCC1 returned miR-122 sensor -2.0, PglD inh -1.2, Statin myotox sup -0.3, FN deposition inh 5.8 and Cneo AK release -0.6.
Screening C[C@H]1CN([C@@H](C)CO)C(=O)c2cc(NS(=O)(=O)c3cccs3)ccc2O[C@@H]1CN(C)Cc1ccc(C(=O)Nc2ccccc2N)cc1 returned miR-122 sensor -7.7[16.7 µM], PglD inh -1.4, Statin myotox sup -29.4, GSIS activator 5.8, F508del corr -3.9, Cneo AK release 46.1 and PGC1a acetyl inh 4.0.
Screening COc1ccc(C2(C(=O)Nc3ccc(S(N)(=O)=O)cc3)CCCC2)cc1 returned GSIS activator 13.5, F508del corr 4.1, FN deposition inh 10.0 and PGC1a acetyl inh 4.0.
CCOc1ccc(NC(=O)c2cc([N+](=O)[O-])ccc2N2CCOCC2)cc1 was read as miR-122 sensor -6.0, PglD inh 2.5, Statin myotox sup -3.4, GSIS activator -2.0, F508del corr 2.3, FN deposition inh 3.7, Cneo AK release 1.5 and PGC1a acetyl inh 7.2.
Screening Cc1cccc(C)c1OCC(=O)Nc1ccc(N2CCOCC2)cc1 returned miR-122 sensor -21.6, PglD inh 3.1, Statin myotox sup 0.3, GSIS activator 4.8, F508del corr 0.0, FN deposition inh 4.6 and Cneo AK release -0.9.
For Cc1noc(C)c1NC(=O)N(C)C[C@H]1Oc2ccc(NC(=O)NC3CCCCC3)cc2C(=O)N([C@@H](C)CO)C[C@H]1C the results were miR-122 sensor -5.0[16.7 µM], PglD inh -0.9, Statin myotox sup 12.5, GSIS activator 0.1, F508del corr -1.3, FN deposition inh -13.9, Cneo AK release -2.2 and PGC1a acetyl inh 12.6.
For CC(Oc1ccc(Br)cc1)C(=O)Nc1ccc(S(=O)(=O)NC2=NCCCCC2)cc1 (stereo unspecified) the results were miR-122 sensor 88.0, PglD inh 6.0, Statin myotox sup -12.8, GSIS activator -9.9, F508del corr -0.6, FN deposition inh -9.4, Cneo AK release 1.2 and PGC1a acetyl inh -3.0.

Two entries drawn at random from the list so far:
For CCOC(=O)c1cc2c(s1)-c1c(C)cccc1OC2 the results were miR-122 sensor -0.3, PglD inh 2.0, Statin myotox sup 5.1, GSIS activator -3.5, F508del corr -5.1, FN deposition inh -6.1, Cneo AK release 1.4 and PGC1a acetyl inh -17.7.
Screening O=C(CCCc1ccccc1)NCCCN1CCOCC1 returned miR-122 sensor -2.0, PglD inh -1.2, Statin myotox sup -0.3, FN deposition inh 5.8 and Cneo AK release -0.6.

(further entries)
Screening O=C(CCN1CCN(Cc2ccccc2)CC1)Nc1cccc(Br)c1 returned PglD inh -1.1, Statin myotox sup -3.3, GSIS activator -12.0, F508del corr -0.6, FN deposition inh 9.1, Cneo AK release 6.3 and PGC1a acetyl inh 32.9.
Screening CCCn1c(SCc2nc3sc(C)c(C)c3c(=O)[nH]2)nc2ccccc2c1=O returned miR-122 sensor 4.7, PglD inh -2.0, Statin myotox sup 14.8, FN deposition inh 9.9, Cneo AK release 2.3 and PGC1a acetyl inh 7.0.
Screening O=C(NC1CCCCC1)[C@@H]1[C@@H](CO)[C@@H]2Cn3c(cccc3=O)[C@@H]2N1CC1CCCCC1 returned miR-122 sensor -0.7[16.7 µM], PglD inh -0.1, Statin myotox sup 0.5, GSIS activator -8.1, F508del corr 3.6 and Cneo AK release 3.7.
Screening CN1OC[C@@H]2CN(C(=O)CCc3ccccc3)[C@H](c3cccc(Oc4ccccc4)c3)C[C@@H]21 returned miR-122 sensor -4.5, PglD inh 2.7, Statin myotox sup -3.6, GSIS activator -13.3, F508del corr -0.4, FN deposition inh -0.9, Cneo AK release -2.0 and PGC1a acetyl inh -5.0.
`C[C@@H]1CN([C@H](C)CO)C(=O)c2cc(NC(=O)Nc3ccccc3)ccc2O[C@@H]1CN(C)S(=O)(=O)c1cccs1` gave miR-122 sensor 12.6[16.7 µM], PglD inh -3.5, Statin myotox sup -31.7, GSIS activator -4.1, F508del corr -1.8, Cneo AK release -40.8 and PGC1a acetyl inh 6.1.
Screening CCN1C(=O)[C@@H]2[C@@H](c3ccc(-c4ccc5c(c4)OCO5)cc3)N3CCCC[C@@]3(C(=O)OC)[C@@H]2C1=O returned miR-122 sensor -15.8, PglD inh -5.6, Statin myotox sup 1.4, GSIS activator 30.8, F508del corr -1.1, FN deposition inh 6.5, Cneo AK release -1.5 and PGC1a acetyl inh 10.9.
`O=C(Nc1ccc(F)cc1)N[C@H]1CC[C@H](CC(=O)N2CCOCC2)O[C@H]1CO` gave miR-122 sensor -4.8[16.7 µM], PglD inh -0.9, Statin myotox sup 0.6, GSIS activator 4.6, F508del corr -1.5, FN deposition inh -2.7, Cneo AK release 5.0 and PGC1a acetyl inh -1.9.
Screening COc1cccc(NC(=O)Cc2c(C(=O)O)[nH]c3ccccc23)c1 returned miR-122 sensor -6.5, PglD inh 0.4, Statin myotox sup 7.7 and Cneo AK release -0.7.
`O=C(CCc1ccccc1)NNC(=O)c1cc(Cl)ccc1O` gave miR-122 sensor 2.9, PglD inh -1.4, Statin myotox sup 5.1, GSIS activator 2.3, F508del corr 0.8, FN deposition inh 7.1, Cneo AK release 34.5 and PGC1a acetyl inh 12.3.
Screening COc1cc2[nH]c(C(=O)NCCc3ccccc3)cc2c(OC)c1OC returned miR-122 sensor 2.1, PglD inh -0.4, Statin myotox sup -10.6, GSIS activator -11.0, F508del corr 4.2, FN deposition inh 0.8, Cneo AK release -0.8 and PGC1a acetyl inh -1.5.
C[C@@H]1CN([C@@H](C)CO)C(=O)c2cc(/C=C/c3ccccc3)cnc2O[C@@H]1CN(C)S(=O)(=O)c1ccccc1 was read as miR-122 sensor 3.3[16.7 µM], PglD inh -0.4, Statin myotox sup 9.7, GSIS activator -32.5, F508del corr -0.5, FN deposition inh 2.2, Cneo AK release -1.4 and PGC1a acetyl inh 2.8.
Screening O=C(CN1CCC(NC(=O)c2ccccc2F)CC1)Nc1ccc2c(c1)OCCO2 returned miR-122 sensor 5.2, PglD inh -4.0, Statin myotox sup -14.1, GSIS activator 6.8, F508del corr -1.5, FN deposition inh -1.0, Cneo AK release 0.8 and PGC1a acetyl inh -6.8.
`CCN(CC)C(=O)[C@H]1C[C@H](CC(=O)NCC23CC4CC(CC(C4)C2)C3)C(=O)N2CCc3c([nH]c4cc(-c5ccco5)ccc34)[C@]12C` gave miR-122 sensor -5.7, PglD inh 3.9, Statin myotox sup 7.0, GSIS activator 31.8, F508del corr 1.1, FN deposition inh -11.6, Cneo AK release 0.7 and PGC1a acetyl inh -9.0.
`CC(C)C(NC(=O)OCc1ccccc1)C(=O)OCC(=O)NCc1ccco1` (stereo unspecified) gave miR-122 sensor -5.9, PglD inh -0.6, Statin myotox sup 0.2, Cneo AK release -0.6 and PGC1a acetyl inh -6.5.
Screening COc1ccccc1NS(=O)(=O)c1ccc(C)c(NC(=O)NCCCl)c1 returned miR-122 sensor -6.4, PglD inh 2.8, Statin myotox sup 16.7, GSIS activator -3.0, F508del corr 1.7, FN deposition inh -32.7, Cneo AK release -0.8 and PGC1a acetyl inh -0.4.
For Cc1cccc(Cc2nnc(CCC(=O)NCc3cn4ccccc4n3)o2)c1 the results were GSIS activator -7.0, F508del corr -1.9, FN deposition inh 3.2 and PGC1a acetyl inh -14.6.
Screening Nc1ccc2c(Cl)cc(Cl)cc2c1 returned miR-122 sensor -2.5, PglD inh -0.4, Statin myotox sup -0.8, F508del corr -1.9, FN deposition inh -6.0, Cneo AK release 0.3 and PGC1a acetyl inh 4.1.
Screening O=C(Cc1ccc(F)cc1)N/N=C/c1ccc2c(c1)OCO2 returned miR-122 sensor -15.8, PglD inh 1.6, Statin myotox sup 1.6, GSIS activator 17.8, F508del corr 2.2, FN deposition inh 2.8, Cneo AK release -2.2 and PGC1a acetyl inh 5.2.
COc1ccc(Nc2nc(C)cc(-c3cc(-c4ccccc4)on3)n2)cc1 was read as miR-122 sensor -3.5, PglD inh 3.7, Statin myotox sup -8.9, GSIS activator 16.8, F508del corr 1.6, FN deposition inh 6.6 and Cneo AK release -0.3.
`O=C(NCc1ccc(F)cc1)N[C@@H](Cc1ccccc1)C(=O)O` gave miR-122 sensor 2.1, PglD inh 5.5, Statin myotox sup 13.9, GSIS activator 8.2, FN deposition inh -8.5, Cneo AK release 7.8 and PGC1a acetyl inh -14.7.

Screening results (PubChem BioAssay)
